Mito fusion act: inhibitors of mitochondrial division or activators of mitochondrial fusion; S. cerevisiae fusion-defective mutant growth rescue, CellTiterGlo 48 h; Potency, µM (series often up to 46.1 µM), for inactives: top-dose growth rescue (activation), hits mostly activators; 320,000 compounds, 0.23% hits;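 note: potency is the fitted concentration of half-maximal effect; % of control where 0% means no effect; nearly all actives have a fitted effect of over 45% in size; temperature-sensitive fusion mutants such as fzo1-1 at 37 °C on non-fermentable ethanol glycerol medium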
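Growth-rescue viability read-out: after 48 h at the non-permissive 37C in glycerol/ethanol YPEG, yeast mitochondrial fusion mutants are measured by CellTiterGlo luminescence; compounds (23 nl pinned per well) restoring growth score as division inhibitors or fusion activators.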
TCR act: activators of T cell receptors | primary human leukocytes, anti-CD3, IL-2 HTRF, 48 h | Potency, µM (doses to about 9.22 µM), for inactives: at the top dose activation of IL-2 secretion, usual class: activators | 330,000 tested, under 10 active; note: % of control where 0% means no effect
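Activity was scored as IL-2 release from primary human leukocytes given only a TCR signal (a-CD3 beads) plus compound for 48 hr. Detection used a two-antibody HTRF format read at 665nm.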
PTAP TSG101 blk: blocks PTAP/TSG101 interaction to inhibit HIV-1 budding | Fluorescence polarization, FITC-PTAP peptide / Tsg101 binding | Q99816 | Potency, µM (highest dose often 115 µM), inactives show at the top dose activity change, negative = inhibition, usual class: inhibitors | 340,000 tested, under 10 active; active = well fitted inhibition curve with a large enough effect in the main read-out, with a control signal flat, not every such curve was filed as active; inconclusive = small, poorly fitted or top-dose-only effect, or effect the other way, or a change in a side signal; inactive = no such curve, though single readings can be large or run the other way; note: potency is the fitted concentration of half-maximal effect; % of control where 0% means no effect
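Compounds were pin-transferred onto Tsg101 binding domain (10 uM final) in HEPES pH 7.5 buffer, then FITC-PTAP peptide was added at 50 nM final. After 20 min at RT, polarization reported peptide displacement across a qHTS concentration series.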
Eya2 phos inh: blocks the phosphatase activity of human Eya2. 330,000 compounds, 0.006% hits. Potency, µM (series often up to 76.9 µM), without a hit: top-dose activity, negative = inhibition, most hits filed as inhibitors. AID 488837. recombinant Eya2, OMFP fluorescence dephosphorylation (OMFP is methylfluorescein phosphate). O00167; note: potency is the fitted concentration of half-maximal effect; % is set by controls: 0 for no effect and ±100 for the full control effect
Target sequence (O00167 whole entry, looked up): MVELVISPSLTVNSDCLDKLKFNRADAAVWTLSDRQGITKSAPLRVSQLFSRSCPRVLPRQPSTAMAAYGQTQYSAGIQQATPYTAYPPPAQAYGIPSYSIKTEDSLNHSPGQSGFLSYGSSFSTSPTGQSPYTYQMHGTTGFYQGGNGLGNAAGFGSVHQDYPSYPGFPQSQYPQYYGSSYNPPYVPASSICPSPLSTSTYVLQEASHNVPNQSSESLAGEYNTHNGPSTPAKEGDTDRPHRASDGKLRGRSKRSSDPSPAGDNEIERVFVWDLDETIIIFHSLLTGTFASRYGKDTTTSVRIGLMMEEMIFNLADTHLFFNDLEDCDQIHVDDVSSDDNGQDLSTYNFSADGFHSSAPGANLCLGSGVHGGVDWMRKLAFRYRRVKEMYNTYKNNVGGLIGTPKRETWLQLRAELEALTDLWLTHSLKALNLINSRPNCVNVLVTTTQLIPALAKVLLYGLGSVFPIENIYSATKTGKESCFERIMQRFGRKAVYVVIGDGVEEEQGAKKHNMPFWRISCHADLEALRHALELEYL
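Eya2 protein (added as 0.2 uM solution) was preincubated with compound for 10 min at ambient temperature in 50 mM HEPES pH 7.5, 50 mM NaCl, 5 uM MgCl2, 0.05% BSA, 1 mM DTT. OMFP (added at 50 uM) then reacted 10 min; fluorescence read at 485/525 nm.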
AT treatment: potential ataxia-telangiectasia treatments restoring KAP-1 phosphorylation. […] A-T fibroblasts, KAP-1 phosphorylation AlphaLISA; neocarzinostatin DNA damage 30 min before lysis. Potency, µM (titrated, usually from 57.5 µM), for inactives: at the highest dose activation, hits mostly activators. 320,000 compounds, 0.19% hits; note: potency is the fitted concentration of half-maximal effect; % of control where 0% means no effect; nearly all actives have a fitted effect of over 45% in size
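hTERT-immortalized A-T patient fibroblasts ([…]), 500 cells/well in OPTI-MEM, 1% FBS, got compounds for 60 min, then NCS for 30 min at 37C. Lysates were then assayed for phospho-KAP-1 by AlphaLISA (anti-pKAP1 donor, anti-KAP1 acceptor beads), 6 hr at 25C.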
Chronic BCR inh: chronic active BCR signaling inhibition; ABC-DLBCL IkBa-CBG/CBR reporter, luminescence ratio, 4 h; 340,000 compounds, 0.05% hits; AID 493014; Potency, µM (doses to about 46.1 µM), for the others: at the top dose ratio change, negative = lower green/red ratio, usual class: inhibitors; active = well fitted inhibition curve with a large enough effect in the signal ratio, with a control signal flat, not every such curve was filed as active; inconclusive = small, poorly fitted or top-dose-only effect, or effect the other way, or a change in a side signal; the % refers to the signal ratio;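 note: potency is the fitted concentration of half-maximal effect; plate controls were basal doxycycline-induced cells for no effect and cells given 10 µM MG132 for full effect; MG132 reads +100%, hits lower the ratio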
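Compounds up to 46 uM were incubated four hours with TMD8 cells whose green CBG68 luciferase is fused to IkappaBalpha; red CBR luminescence normalised the signal, and concentration-effect curves were fitted to fusion, red and ratio data.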
Integrin act MD: activators of alpha7 integrin expression for muscular dystrophy. Potency, µM (highest dose often 38.3 µM), for inactives: at the highest dose activation, usual class: activators. alpha7betagal myoblasts, beta-gal FDG fluorescence, 48 h. 350,000 compounds, 0.064% hits;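 note: potency is the fitted concentration of half-maximal effect; 100% = response of the positive control SU9516; nearly all actives have a fitted effect of over 60% in size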
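alpha7betagal+/- myoblasts (passage 13, 250/well) treated 48 h at 37C with compounds at 1:260 dilution of DMSO stock. Lysed, then beta-galactosidase activity read as FDG fluorescence (ex 480/em 540) after 30 min, with pre-read for autofluorescence.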
TSHR antag: human thyrotropin receptor antagonism; TSHR-expressing cells, TSH-stimulated cAMP HTRF, 2 h; active compounds read low; activity change, negative = inhibition, % at 11.5 µM; 330,000 compounds, 0.2% hits; AID 504810;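 active = activity change below a set negative limit, meaning inhibition stronger than a set level, cut at about -70% in these data; inconclusive = activity change between two set negative limits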; note: % is set by controls: 0 for no effect and ±100 for the full control effect
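Read-out is FRET at 665 nm (cryptate excitation 337 nm) from a cryptate-tagged anti-cAMP antibody, competed by cell cAMP against cAMP-d2. Compounds are tested on freshly harvested TSHR cells challenged with 4nM TSH (EC80) for 2 hours at 37 deg C.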
S-ASM inh: human S-ASM enzyme inhibition; placental ASM, HMU-PC fluorogenic substrate, 60 min; P17405; 340,000 compounds, 0.006% hits; Potency, µM (top dose mostly 57.5 µM), without a hit: at the highest dose activity change, negative = inhibition, hits mostly inhibitors; AID 504937; note: potency is the fitted concentration of half-maximal effect
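Fluorescence read-out (Ex 386 nm, Em 447 nm) after stopping the reaction at pH 10. Enzyme: ASM from human placenta; substrate HMU-PC0, 9 uM final; 60 min, 37 °C. Compound preincubation 10 min, ambient temperature.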
Tb PFK block: T. brucei PFK enzyme inhibition; O15648; T. brucei PFK, ADP-Glo luminescence; Potency, µM (top dose mostly 57.5 µM), inactives show top-dose activity, negative = inhibition, actives largely listed as inhibitors; 330,000 compounds, 0.17% hits; AID 485367;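 note: potency is the fitted concentration of half-maximal effect; 0% = uninhibited 1x PFK enzyme wells and -100% = no-enzyme wells; nearly all actives have a fitted effect of over 60% in size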
Target sequence (O15648 whole entry, looked up): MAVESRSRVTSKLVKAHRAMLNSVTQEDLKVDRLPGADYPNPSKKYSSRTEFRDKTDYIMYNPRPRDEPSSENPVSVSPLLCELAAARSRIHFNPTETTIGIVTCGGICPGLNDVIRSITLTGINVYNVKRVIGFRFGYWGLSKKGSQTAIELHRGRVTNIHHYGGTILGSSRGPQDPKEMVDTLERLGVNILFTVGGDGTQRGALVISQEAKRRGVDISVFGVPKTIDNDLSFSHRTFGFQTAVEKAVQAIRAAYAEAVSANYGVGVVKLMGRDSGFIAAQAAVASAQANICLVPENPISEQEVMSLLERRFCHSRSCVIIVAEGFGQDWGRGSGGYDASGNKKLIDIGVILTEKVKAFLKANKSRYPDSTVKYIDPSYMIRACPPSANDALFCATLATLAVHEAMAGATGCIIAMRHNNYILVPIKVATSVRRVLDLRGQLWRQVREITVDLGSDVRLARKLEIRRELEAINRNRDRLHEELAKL
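In TEA buffer at pH 8.0 with 5 mM MgCl2, enzyme (1.25 nM) converted F6P (0.5 mM) and ATP (0.1 mM) for 45 min at room temperature. ADP product was read by luciferase luminescence.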
ELG1 DNA repair: inhibitors of ELG1-dependent DNA repair in HEK293T cells; 330,000 compounds, 2.3% hits; Potency, µM (doses to about 46.1 µM), inactives show at the highest dose activity change, negative = inhibition, most hits filed as inhibitors; AID 504467; HEK293T ELG1-luciferase reporter, luminescence, 16 h; DNA damage induced by 5-fluorouridine; note: potency is the fitted concentration of half-maximal effect; % is set by controls: 0 for no effect and ±100 for the full control effect; nearly all actives have a fitted effect of over 55% in size
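In this reporter screen, reduction of luminescence relative to DMSO vehicle indicated activity. Compounds and 5-fluorouridine were added together to 2,000 cells per well, incubated for 16 hr at 37 °C, then developed with ONE-Glo.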
* hit, by the source's call; ? = inconclusive; . = no result given; [ ] = another dose, or the depositor's remark. Unless noted, calls come from the whole dose curve; as a rule, active = well fitted curve in the direction sought with a large enough effect; inconclusive = small, poorly fitted or top-dose-only effect, or another doubt; inactive = no such curve, though single readings can be large; an effect the other way counts as inactive or inconclusive. No enrichment for hits; any-hit rate near 3.2%.

entry	Molecule	Mito fusion act	TCR act	PTAP TSG101 blk	Eya2 phos inh	AT treatment	Chronic BCR inh	Integrin act MD	TSHR antag	S-ASM inh	Tb PFK block	ELG1 DNA repair
1	CCOC(=O)C1=C(C)N(c2ccccc2)C(=O)NC1c1cccc([N+](=O)[O-])c1 (stereo not drawn)	11%	4%	2%	-3%	9%	?	-4%	6	0%	3%	12%
2	O=c1cc[nH]c2cccc(Cc3ccccc3)c12	1%	8%	-5%	-4%	4%	-7%	-1%	8	3%	0%	-11%
3	COc1ccc(CCN(C)C(=O)c2ccc(COc3ccccc3)o2)cc1OC	2%	1%	3%	-12%	-18%	?	11%	10	3%	-5%	-29%
4	Cn1c(=O)n(Cc2ccc(F)cc2)c(=O)c2c1nc1n2CCCN1C1CCCCC1	8%	-2%	-5%	0%	7%	3%	3%	-11	-5%	-6%	-2%
5	O=C(Nc1ccc(COc2ccccc2)cc1)Nc1cccc(C(=O)O)c1	-2%	-7%	-5%	?	9%	0%	-2%	2	-1%	-2%	?
6	CCCOC(=O)c1ccc(NC(=O)CCC(=O)OCC)cc1	-1%	3%	-3%	4%	6%	?	12%	-5	-3%	-3%	?
7	COc1ccc(C)cc1S(=O)(=O)Nc1ccc2c(c1)N(C(C)=O)CCC2	-6%	-2%	-1%	9%	13%	-8%	-20%	-11	-1%	0%	6%
8	CCOc1ccc(CN(C(=O)c2oc3cc(C)ccc3c2C)C2CCS(=O)(=O)C2)cc1 (stereo not drawn)	?	2%	-9%	-15%	-10%	?	0%	7	-18%	-3%	?
9	O=S(=O)(c1ccc2ccccc2c1)N1CCC(c2nc(-c3ccncc3)no2)CC1	7%	7%[46.1 µM]	-4%	-4%	3%	-22%	1%	-14	0%	3%	13µM*
10	CC(C)CCNC(=O)c1ccc(Cn2c(=S)[nH]c3ccccc3c2=O)cc1	3%	4%	-5%	4%	4%	-1%	-23%	3	-3%	1%	-8%
11	O=C(Nc1ccc(Br)cn1)c1cccc(C(=O)Nc2ccc(Br)cn2)c1	4%	-8%	2%	-6%	5%	?	7%	-6	0%	3%	?
12	O=C(N/N=C/c1cccc(Cl)c1)c1c(O)c2c([nH]c1=O)CCCC2	-2%	-2%	-6%	-3%	3%	11%	-26%	9	1%	-14%	?
13	CSc1ccc(CNC(=O)CCn2ccc3cc(S(=O)(=O)N4CCCC4)ccc32)cc1	0%	12%	-1%	-23%	4%	-1%	-26%	-2	-6%	4%	?
14	CSc1n[nH]c(NCc2cccs2)n1	-4%	.	5%	8%	0%	6%	7%[7.66 µM]	0	1%	-6%	17%
15	Cc1cc(C(=O)CN2C(=O)C(=O)N(Cc3ccccc3)C2=O)c(C)n1Cc1ccc(F)cc1	13%	0%	-3%	-5%	-5%	1%	-4%	-33	6%	-2%	8%
16	CCCCN(C(=O)c1cccs1)C1CCS(=O)(=O)C1 (stereo not drawn)	3%	3%	-4%	-7%	6%	-7%	-17%	-5	-1%	-9%	13%
17	CC1=C(C(=O)N(C)C)C(c2ccc(Cl)c(Cl)c2)NC(=O)N1 (stereo not drawn)	5%	-1%	-5%	6%[15.4 µM]	9%	1%	4%	3	-2%	2%	-3%
18	O=C(Nc1ccc(NC(=O)C2CC2)nc1)c1cccs1	3%	5%	-2%	-13%	-12%	0%	-11%	-2	-1%	6%	?
19	O=C(Cn1cnc2ccccc2c1=O)Nc1nnc(SCc2ccccc2)s1	4%	.	-6%	-8%	2%	-9%	?	-2	-1%	2%	27%
20	COc1ccc(-c2[nH]ncc2-c2ccc(Cl)cc2)c(O)c1	13%	4%	-4%	.	.	.	-3%	.	-18%	.	.
21	COc1cc2ccccc2cc1C(=O)OCc1nc2ccsc2c(=O)[nH]1	-1%	-9%	4%	-10%	-2%	?	1%	2	44%[activator]	6%	-9%
22	CC(C)(C)OC(=O)NCCCCCNC(=O)c1[nH]cnc1C(=O)Nc1ccc(Cl)cc1	-34%[inhibitor]	0%	19%	-8%	-4%	?	-43%	-17	-19%	-2%	21µM*
23	Clc1ccc2nc(CSc3nc4ccccc4o3)cn2c1	-3%	2%	-6%	-6%	4%	?	19%	-6	0%	11%	?
24	CCN(CC(=O)Nc1c(F)cccc1F)C(=O)C1CC1C (stereo not drawn)	-6%	-13%	-1%	-18%	0%	0%	-11%	5	0%	-2%	10%
25	O=C(N[C@H]1CC1c1ccccc1)c1ccc([N+](=O)[O-])cc1 (stereo partly drawn)	-4%	-3%	-4%	6%	-2%	?	0%	-3	-1%	-9%	?
26	COc1ccc(NC(=O)CCN2CCN(c3ccccc3F)CC2)c(OC)c1	4%	.	-1%	-1%	-35%	0%	-23%	3	-1%	-1%	-13%
27	O=C(OCCc1cc2ccccc2c(=O)o1)c1ccccc1C(F)(F)F	8%	-5%	0%	-16%	15%	-21%	-15%	-71*	-3%	1%	?
28	CCOC(=O)c1ccccc1NC(=O)CN(c1ccc(OCC)cc1)S(C)(=O)=O	-1%	.	.	0%	-3%	19%	.	-5	.	0%	15%
29	Cc1cccc(OCCSc2nc3ccccc3n2CCC(=O)O)c1	0%	3%	0%	1%	10%	2%	9%	-28	1%	1%	11%
30	COC(=O)c1cc(Br)c(=O)n(Cc2ccc(C(=O)O)cc2)c1	0%	2%	-8%	1%	-8%	0%	-6%	3	-1%	0%	-2%
31	CCN(CC(=O)NCc1cccs1)C(=O)C(c1ccccc1)c1ccccc1	-1%	5%	-2%	4%	5%	0%	0%	3	2%	0%	0%
32	Fc1ccc(CNc2nc3ccccc3n3nnnc23)cc1	0%	-3%	-6%	35%	8%	?	0%	-8	1%	-7%	?
33	COc1ccc(N(C)C(=O)c2cn(C)c(=O)c3cc(OC)c(OC)cc23)cc1	6%	-6%	-5%	6%	-7%	-2%	2%	3	15%	-4%	-20%
34	Cc1ccc(NC2Nc3cc(C)nn3S2)c(C)c1 (stereo not drawn)	2%	-3%	-1%	-9%	-2%	?	15%	-4	0%	-5%	?
35	Nc1nc(Nc2ccccc2)nc2ccccc12	-11%	-7%	-3%	-11%	4%	?	17%	-6	3%	-8%	?
36	CNc1c([N+](=O)[O-])cnn1-c1cccc(Cl)n1	-1%	-8%	-2%	-2%	-4%	1%	-22%	18	2%	-12%	?
37	COC(=O)N1C(=O)[C@](c2ccc(OC)cc2)(C(C)C)N1C(=O)OC	-1%	4%	-3%	1%	0%	?	-6%	13	3%	-3%	18%
38	COc1ccccc1C(CCNCc1ccccc1)c1ccc(OC(C)C)cc1 (stereo not drawn)	-34%[inhibitor]	6%	-9%	-7%	7%	?	-73%[inhibitor]	3	-9%	1%	?
39	OCC1(CCOc2ccccc2)CCN(CCCn2cccn2)CC1	-3%	1%	-2%	?	-1%	-3%	-7%	-7	0%	4%	-3%
40	Cc1ccc(/C=N\NC(=O)Cc2cccn2C)o1	-5%	-3%	0%	6%	-6%	4%	-1%	1	0%	-2%	8%
41	CC(=O)C1=C(C)NC(SCSc2ccccc2)=C(C#N)C1c1cccnc1 (stereo not drawn)	13%	.	-2%	-15%	8%	?	18%	-15	18%	-6%	-14%
42	C=CCN1C(=O)C(Cc2ccc(F)cc2)S/C1=N/N=C/c1ccco1 (stereo not drawn)	-6%	-8%[46.1 µM]	-1%	2%	0%	-6%	5%	-30	0%	2%	0%
43	Cc1ccc(CSCC(=O)N(C)CC(=O)Nc2cccc(F)c2)cc1	11%	-4%	-13%	?	-1%	0%	-6%	-2	-6%	-1%	-1%

Screens from PubChem.
